XiGFP reactiv: activators of inactive X chromosome reactivation, primary screen, imaging, XiGFP fibroblasts, GFP high-content imaging, set 2 | AID 743238, 2013 | activation, % at 7.58 µM | 360,000 tested, 0.055% active | XiGFP mouse fibroblasts, % GFP-positive cells imaging, 3 d; cells co-treated with 5-aza-dC sensitizer; scaled so ellipticine positive control = 100%;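 active means mean normalized replicate activation at least 10% and every replicate at or above 10%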;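 further: 0% = median of on-plate neutral control wells and 100% = ellipticine 6 µM median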
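System: 68-5-11 XiGFP fibroblast line; Timing: 3 days compound exposure; Compound dosing: one concentration, pinned; Benchmarks: positive control ellipticine, 6 µM final; Buffer or medium: DMEM containing 5-aza-dC.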
RAD54 branch: inhibitors of human RAD54 branch migration, primary screen, biochemical, fluorescence, single point. DNA repair and recombination protein RAD54-like (Homo sapiens), Q92698. RAD54 Holliday junction branch migration, FAM/BHQ fluorescence. inhibition, % at 10.4 µM. 360,000 tested, 0.14% active;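 active means mean normalized replicate activity at least 40 and at least half of replicates scoring 40 or more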;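 further: 0% = median of neutral control wells and 100% = median of positive control wells; inhibitors cause a drop in the FAM fluorescence signal; in these data hits start at about 50%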
Target sequence (Q92698 whole entry, looked up): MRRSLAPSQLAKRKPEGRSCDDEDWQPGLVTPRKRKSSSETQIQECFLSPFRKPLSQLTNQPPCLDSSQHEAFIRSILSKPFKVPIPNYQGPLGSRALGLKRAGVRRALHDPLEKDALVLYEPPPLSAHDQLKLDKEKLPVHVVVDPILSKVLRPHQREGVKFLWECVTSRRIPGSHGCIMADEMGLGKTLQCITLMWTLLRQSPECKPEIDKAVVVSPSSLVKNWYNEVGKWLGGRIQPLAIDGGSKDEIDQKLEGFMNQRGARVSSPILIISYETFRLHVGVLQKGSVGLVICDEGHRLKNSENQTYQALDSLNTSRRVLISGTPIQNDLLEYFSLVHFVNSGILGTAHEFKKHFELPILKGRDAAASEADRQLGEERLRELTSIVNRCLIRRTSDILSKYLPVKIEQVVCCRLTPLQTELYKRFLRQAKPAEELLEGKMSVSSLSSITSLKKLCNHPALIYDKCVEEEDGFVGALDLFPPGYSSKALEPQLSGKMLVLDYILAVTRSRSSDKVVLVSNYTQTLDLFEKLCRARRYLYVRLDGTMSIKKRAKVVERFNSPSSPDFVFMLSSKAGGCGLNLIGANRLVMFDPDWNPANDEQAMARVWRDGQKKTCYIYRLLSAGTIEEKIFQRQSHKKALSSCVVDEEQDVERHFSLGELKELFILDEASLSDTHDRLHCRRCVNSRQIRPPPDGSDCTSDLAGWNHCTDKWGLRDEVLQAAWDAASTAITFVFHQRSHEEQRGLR
* = called active by the depositor. This is a subset; count on the stated rates, not on these rows.

SMILES	XiGFP reactiv	RAD54 branch
CCOc1ccc(S(=O)(=O)N2CCN(C(=S)NCc3ccco3)CC2)cc1	0.7	-11
CCNc1ccc(S(=O)(=O)N(C)C)cc1NCC(=O)Nc1ccc(F)c(Cl)c1	0.1	-4
COc1ccc(CCN=C(N)NS(=O)(=O)c2ccc(C)cc2)cc1	0.0	-1
Cc1ccc(NC(=O)CN2CCc3ccccc3C2)cc1S(=O)(=O)N1CCOCC1	0.1	14
COc1ccc(C(=O)O/N=C2\CCCc3nonc32)cc1	0.3	-5
C/C(CC(=O)Nc1ccc(Cl)cc1)=N\NC(=O)C(=O)NCCO	0.0	-11
COC(=O)c1ccc(NC(=O)CSc2nncc3ccc(OC)c(OC)c23)cc1	0.1	-5
O=c1[nH]c2ccccc2c2ccccc12	0.0	7
CCOC(=O)C(NC(=O)N(C)C)(Nc1sc(C)c(CC)c1C#N)C(F)(F)F (centres undefined)	0.0	5
Cn1cc(Br)c(C(=O)NNC(=O)c2ccccc2)n1	0.0	-1
O=C(Nc1ccc(N2C(=O)c3cccc4cccc(c34)C2=O)cc1)c1ccc(N2CCCCC2)c([N+](=O)[O-])c1	0.1	4
COC(=O)C/C(C)=N/Nc1ccc(S(=O)(=O)N2CCCC2)cc1[N+](=O)[O-]	0.0	-13
O=C(NCCCc1ccccc1)Nc1ccccc1	-0.1	-6
CCOC(=O)c1ccc(-c2ccc(/C=C(\C#N)C(=O)NCc3cccs3)o2)cc1	0.4	-8
CCc1cccc(CC)c1NC(=O)/C(C#N)=C/c1ccccc1C(F)(F)F	0.2	13
Cc1cc(N/C=C\c2nnnn2-c2ccc(F)cc2)no1	7.4	9
CSc1c(SCc2ccccc2)cnn(Cc2ccccc2)c1=O	0.1	7
COc1cccc(NC(=O)COC(=O)c2c(F)cccc2F)c1	0.3	-11
Cc1ccc(NC(=O)Cn2c(-c3ccc(F)cc3)cnc2SCC(=O)Nc2c(C)cccc2C)cc1	0.0	16
CCN(c1ccccc1)S(=O)(=O)c1ccc(Cl)c(C(=O)NCCc2ccc(OC)cc2)c1	0.1	1
CC1CCc2c(sc3nc(CN4CCOCC4)nc(Sc4ccccc4)c23)C1 (centres undefined)	0.2	0
C=CCN1C(=O)C(Cc2ccccc2)SC1=Nc1ccc(C(=O)O)cc1 (centres undefined)	0.1	1
CCSC1=N/C(=C\c2ccc(C)s2)C(=O)S1	0.0	-1
Cc1ccc2cc(C#N)c(SCC(=O)NNC(=O)Cc3ccccc3)nc2c1	0.0	1
Cc1ccsc1/C=N/NC(=O)c1ccccn1	0.7	8
COc1ccc(S(=O)(=O)N2CCCCC2)cc1NC(=O)c1ccc2c(c1)OCO2	0.4	4
COC(=O)/C=c1/s/c(=C(/C#N)C(=O)N2CCCCC2)n(-c2ccccc2)c1=O	0.3	-6
COc1ccc(/C=N/NC(=O)c2[nH]c(C)c(C(=O)N/N=C/c3ccc(OC)cc3)c2C)cc1	0.1	-4
CC1CCN(CC(O)COCCOc2ccc(Br)cc2)CC1 (centres undefined)	0.0	2
COc1ccc(OC)c(/C=C/C(=O)N(C)CC(=O)Nc2ccc(C)cc2)c1	0.0	1
COCCNCCCOc1ccc(C(C)(C)c2ccccc2)cc1	0.8	2
COc1cccc(/C=N/NC(=O)C(=O)NCc2cccnc2)c1O	0.0	2
COc1ccc(-c2cc(C(F)(F)F)nc(SCC(=O)Nc3ccc4c(c3)OCO4)n2)cc1	0.2	4
CC(OC(=O)c1ccccc1Nc1ccc(SC(F)F)cc1)C(N)=O (centres undefined)	0.0	-5
CCc1ccc(NC(=S)N(CCN2CCCCC2)Cc2ccco2)cc1	-0.1	2
CCOc1ccc(-c2csc(/C(C#N)=C\c3ccc(O)c([N+](=O)[O-])c3)n2)cc1	0.0	2
CCOC(=O)c1sc(Nc2nc3cc4c(cc3s2)OCO4)cc1C	0.0	-2
COc1cc(N/N=C/c2ccccc2O)ncn1	2.2	1
CSc1ccc(/C=N/NC(=O)c2ccc(C)c(C)c2)cc1	0.0	9
CC(C)[C@H](NC(=O)c1ccccc1Cl)C(=O)OCc1cc([N+](=O)[O-])cc2c1OCOC2	0.0	4

Brought forward from above: 3 entries; new compounds follow.
SMILES	XiGFP reactiv	RAD54 branch
COc1cc(N/N=C/c2ccccc2O)ncn1	2.2	1
CSc1ccc(/C=N/NC(=O)c2ccc(C)c(C)c2)cc1	0.0	9
CC(C)[C@H](NC(=O)c1ccccc1Cl)C(=O)OCc1cc([N+](=O)[O-])cc2c1OCOC2	0.0	4
Cc1ccc(C(C)NC(=O)Cn2nc(C)c([N+](=O)[O-])c2C)cc1 (centres undefined)	0.5	2
Cc1ccc(C(=O)NNC(=O)Cc2cccs2)cc1	0.0	7
O=c1[nH]n2c(=O)c3c([nH]c2c1N=Nc1ccccc1)CCC3	0.1	-8
CCOC(=O)C1=C(CC)OC(N)=C(C#N)C1c1ccsc1 (centres undefined)	0.2	-14
Cc1cccc(N(CC(=O)NCCSc2ccccn2)S(=O)(=O)c2ccccc2)c1	0.0	2
O=C(CN1CCN(C/C=C/c2ccccc2)CC1)Nc1cc([N+](=O)[O-])ccc1Cl	0.1	5
CN(C)C(=O)COc1ccc(Br)cc1	0.8	-6
CN(C(=O)COC(=O)C(Cc1ccccc1)NC(=O)c1ccccc1)c1ccccc1 (centres undefined)	0.1	-8
COc1cc2c(cc1OC)C(C)N(C(=O)c1ccc(Br)o1)CC2 (centres undefined)	0.1	-7
N#Cc1c(Nc2ccccc2)c(/C=N/N=C/c2ccccc2)c[nH]c1=O	-0.1	-5
CC(C)c1ccc(/C=N/Nc2cc(N3CCOCC3)nc(N3CCOCC3)n2)cc1	0.0	-2
COc1cc(CN(C(=S)NCC(=O)NC2CCCC2)C2CCCC2)cc(OC)c1OC	0.3	-1
COC(=O)c1ccc(COC(=O)C(CCS(C)(=O)=O)N2C(=O)c3ccccc3C2=O)cc1 (centres undefined)	0.2	13
NC(=O)c1nn(-c2ccccc2)nc1NC(=O)Cn1nnc(-c2ccccc2)n1	0.0	8
O=C(CSc1c2c(nc3ccc(Cl)cc13)CCCC2)NCCCN1CCOCC1	0.2	-4
C[N+]1(CC(O)COc2ccccc2)CCN(C(=O)c2ccc([N+](=O)[O-])cc2)CC1 (centres undefined)	-0.1	-2
Cc1ccc(C)c(N2CCN(C(=S)Nc3ccc4nc(N5CCOCC5)cc(C)c4c3)CC2)c1	0.0	1
O=C1C2C3C=CC(C3)C2C(=O)N1/N=C/c1ccc(-c2ccccc2[N+](=O)[O-])o1 (centres undefined)	0.1	5
Cc1ccc(C)c(NC(=O)CSc2ccc(-c3cccs3)nn2)c1	0.4	1
CCCCC(=O)NC(=S)Nc1ccccc1N1CCCCC1	-0.2	3

Whole records from above. Order of values: XiGFP reactiv | RAD54 branch
Entry for Cc1ccc(C)c(NC(=O)CSc2ccc(-c3cccs3)nn2)c1 → 0.4 | 1
Entry for COc1cc(CN(C(=S)NCC(=O)NC2CCCC2)C2CCCC2)cc(OC)c1OC → 0.3 | -1
Entry for O=C1C2C3C=CC(C3)C2C(=O)N1/N=C/c1ccc(-c2ccccc2[N+](=O)[O-])o1 (centres undefined) → 0.1 | 5
Entry for CC(C)c1ccc(/C=N/Nc2cc(N3CCOCC3)nc(N3CCOCC3)n2)cc1 → 0.0 | -2
Entry for Cc1ccc(C(=O)NNC(=O)Cc2cccs2)cc1 → 0.0 | 7

The main list resumes, starting two compounds before the break.
SMILES	XiGFP reactiv	RAD54 branch
Cc1ccc(C)c(NC(=O)CSc2ccc(-c3cccs3)nn2)c1	0.4	1
CCCCC(=O)NC(=S)Nc1ccccc1N1CCCCC1	-0.2	3
Cc1ccc(C)c(NC(=O)C2CCCN2/C=C/C(=O)C(F)(F)F)c1 (centres undefined)	0.2	2
CC1(C)C(=O)OC(c2cc(Br)ccc2O)C(C)(C)C1=O (centres undefined)	0.0	-2
COc1cccc(C(=O)O/N=C(\N)Cc2ccc(Cl)cc2)c1	0.0	-1
CCOc1ccc(C(=O)OCC(=O)Nc2ccc(SC(F)F)cc2)cc1OCC	0.2	-11
COc1cc(/C=C(\C#N)C(=O)NCc2cccs2)ccc1O	0.0	-2
CC(C)C(=O)NNC(=O)CSc1nc(C2CCCCC2)nc2ccccc12	0.0	-1
Cc1ccn2c(-c3n[nH]c(=S)n3C)c(C)nc2c1	-0.1	-5
COc1ccc2c(=O)c(C(=O)O)c(-c3ccc4c(c3)OCO4)n(C)c2c1	0.1	7
Cc1ccnc(SCc2cc(=O)c(OC(=O)c3ccc(Cl)c([N+](=O)[O-])c3)co2)n1	0.0	14
COc1cc(/C=C/C(=O)Nc2nc3ccc(S(=O)(=O)N(C)C)cc3s2)cc(OC)c1OC	0.0	2
O=[N+]([O-])c1cc(C(F)(F)F)cc([N+](=O)[O-])c1NCCCNc1ccc([N+](=O)[O-])c2cccnc12	0.0	8
S=C(Nc1ccc(Cl)c(Cl)c1)NN1CCOCC1	0.0	-9
CC(C)C/C(O)=C/c1nc2cc(Cl)ccc2oc1=O	0.0	2
Cc1ccc(S(=O)(=O)NCCC(c2ccccc2)c2ccco2)cc1 (centres undefined)	0.4	-9
COc1ccccc1-n1c(C)c2c(OC)cccc(=O)c2c1C	-0.2	2
COc1ccc(-c2cc(C(F)(F)F)nc(SCC(=O)N(C)Cc3cnn(C)c3C)n2)cc1OC	0.0	-3
O=C(/C=C\Nc1ccc(Br)cc1)c1cccnc1	0.0	0
CN(C)S(=O)(=O)c1ccc(C(=O)Nc2cc(S(=O)(=O)Nc3ccccc3Cl)ccc2N2CCCCC2)cc1	-0.1	-2
O=C(OC(C(=O)Nc1ccc(Cl)c(C(F)(F)F)c1)c1ccccc1)C1=COCCO1 (centres undefined)	0.3	7
Cc1ccc(S(=O)(=O)c2cc3ccccc3oc2=Nc2ccc3c(c2)OCCO3)cc1	0.1	5
O=C(CCn1c2c(c3ccccc31)CCCC2)NNC(=O)c1cccc([N+](=O)[O-])c1	0.0	0
O=C(N/N=C/CCc1ccccc1)c1ccc(CN2c3cccc4cccc(c34)S2(=O)=O)cc1	0.0	-3
CCOC(=O)c1cc(-c2ccccc2)n(CC(=O)Nc2ccc(OC)cc2)c1C	0.1	5
N=C(N)SCc1ccccc1Cl	0.4	-4
CC(C)(C)Nc1nc(Cl)nc(NC(C)(C)C)n1	0.1	-3
Cn1cc(C(=O)NCc2ccccc2F)cn1	-0.1	-14
C=CCN(CC=C)C(=O)Cn1cnc([N+](=O)[O-])n1	0.0	-1
O=S(=O)(NNc1ccc(Cl)nn1)c1ccc(F)cc1	-0.1	4
CC(C)(C)C(=O)NC(=S)Nc1ccccc1C(N)=O	0.1	-4
C/C(=N/NC(=O)C1CCN(S(=O)(=O)c2ccc(C)cc2)CC1)c1cccc([N+](=O)[O-])c1	0.0	4
CCOC(=O)c1c(NC(=O)CC2Nc3ccccc3NC2=O)sc(C)c1C (centres undefined)	1.8	-6
COCCCN1CCN(C2Cc3ccccc3Sc3ccc(Cl)cc32)CC1 (centres undefined)	0.2	-4
Cc1cccc(NC(=O)CCC(=O)N/N=C/c2ccco2)c1C	0.3	0
Cc1n[nH]c(=S)n1/N=C/c1ccccc1	-0.2	-3
CC(C)CCNC(=O)CNC(=S)N(CCCN1CCOCC1)Cc1cccs1	0.4	-5
Cc1ccc(NC(=O)CSc2nnc(NC(=O)c3ccc(S(=O)(=O)N4CCOCC4)cc3)s2)cc1	-0.1	7
Cc1ccc(CN2CCN(/N=C/c3ccc(C(F)(F)F)cc3)CC2)cc1	-0.1	-1
COc1ccc(NC(=O)C2CC(=O)N(Cc3ccc(C)cc3)C2)cc1S(=O)(=O)N1CCCCC1 (centres undefined)	-0.2	-10
Cc1ccccc1OCC(=O)NNC(=O)CN1C(=O)c2ccccc2C1=O	0.3	8
COc1ccc(-c2cc(C3CC3)nc(SCC(=O)c3cccs3)c2C#N)cc1	0.1	7
Cc1nn(C)c(C(=O)NCc2ccc(Cl)cc2)c1Cl	0.3	-3
COc1cc2c(cc1NC(=O)c1cccc(S(=O)(=O)N(C)C)c1)oc1ccccc12	0.0	1
COc1ccc(NC(=O)COC(=O)CNC(=O)c2cc(OC)c(OC)c(OC)c2)cc1	-0.1	4
CCOc1ccc(C(=O)NCC(c2cccs2)N(C)C)cc1OCC (centres undefined)	-0.1	-8
COc1ccc(Cl)cc1NC(=O)CNc1ccc(F)cc1C	0.0	-2
O=C(N/N=C/c1ccccc1O)c1cccc(C(F)(F)F)c1	0.0	6
O=C1c2ccccc2C2=Nc3ccccc3SC(c3cccc(F)c3)C12 (centres undefined)	0.5	5
CCOC(=O)N1CCC(=NNC(=O)c2cc3ccccc3cc2O)CC1	0.0	4
